Runt-CBFb FRET = Runt domain-CBFb interaction inhibition. 220,000 compounds, 0.46% hits. AID 1496. inhibition, % at 20 µM. Cerulean-Runt/Venus-CBFb FRET ratio 530/480, 1 h;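 active means inhibition over about 50% at 20 µM in the single-dose screen, limit read from the data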;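 further: 0% = DMSO wells and 100% = excess unlabeled CBFb competitor control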
Target sequence (Q01196 whole entry, looked up, the tested form may be a part): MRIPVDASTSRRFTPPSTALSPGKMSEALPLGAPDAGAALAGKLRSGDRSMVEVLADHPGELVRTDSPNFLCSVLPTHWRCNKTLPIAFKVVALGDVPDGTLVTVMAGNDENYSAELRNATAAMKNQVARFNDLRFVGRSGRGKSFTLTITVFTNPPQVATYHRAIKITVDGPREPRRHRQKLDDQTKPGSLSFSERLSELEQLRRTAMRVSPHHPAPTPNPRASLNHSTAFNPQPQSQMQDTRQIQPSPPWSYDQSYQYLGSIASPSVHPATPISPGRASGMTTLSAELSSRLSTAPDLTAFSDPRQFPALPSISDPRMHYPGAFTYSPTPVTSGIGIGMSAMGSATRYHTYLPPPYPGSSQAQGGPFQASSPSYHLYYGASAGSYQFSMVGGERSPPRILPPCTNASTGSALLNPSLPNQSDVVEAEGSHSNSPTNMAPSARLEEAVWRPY
Target sequence (Q13951 whole entry, looked up, the tested form may be a part): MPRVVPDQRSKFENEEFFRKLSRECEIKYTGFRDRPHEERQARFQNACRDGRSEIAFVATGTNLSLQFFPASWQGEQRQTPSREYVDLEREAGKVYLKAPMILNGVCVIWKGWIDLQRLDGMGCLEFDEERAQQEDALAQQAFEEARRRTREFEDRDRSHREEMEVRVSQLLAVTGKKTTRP
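Schedule: protein complex preformed 1 h, compound exposure 1 h, room temperature, dark; test system: Cerulean-labeled Runt domain protein; amount: 100 nM per protein; buffer or medium: Tris 50 mM pH 7.5, KCl, K2SO4, 0.01% BSA; read-out: loss of energy transfer signal; detection: FRET fluorescence; controls: 5 µM unlabeled CBFb as full-inhibition high control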
p47phox inh = p47phox (human) inhibition. inhibition, % at 24.7 µM. 220,000 compounds, 0.53% hits. p47phox/p22phox peptide binding, fluorescence polarization, 2 h. P14598. AID 1274;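 active means inhibition above about 30%, limit read from the data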;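 further: 0% = p47phox with labelled peptide and 100% = labelled peptide alone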
Runt-SMMHC FRET = blocks binding of human RUNX1 Runt domain to CBFb-SMMHC; inhibition, % at 20 µM; Q01196+Q13951; Cerulean-Runt/Venus-CBFb-SMMHC FRET ratio 530/480, 1 h; 220,000 compounds, 0.74% hits; AID 1434;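 active means mean inhibition across duplicate retests at 20 µM reaching about 50%, limit read from the data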;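 further: 0% = DMSO wells and 100% = wells with excess untagged CBFb-SMMHC; inhibitors lower the FRET ratio by blocking Runt binding to CBFb-SMMHC; some results filed as inactive read as strong as hits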
zVAD death inh = L929 zVAD cell death inhibition; L929 zVAD necroptosis rescue, ATP luminescence, 24 h; with zVAD 60 µM; viability rescue, % at 10 µM; 220,000 compounds, 0.38% hits; AID 1377;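 active means activation, scaled between plate controls, above about 75%, limit read from the data; inactive means activation under that limit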;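 further: 0% = zVAD with DMSO and 100% = DMSO alone without zVAD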
Tb hexokinase = blocks Trypanosoma brucei hexokinase 1 activity. inhibition, % at 10 µM. 220,000 compounds, 0.11% hits. recombinant TbHK1, G6PDH-coupled NADH A340;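 active means inhibition of 50% or more in the single-dose primary screen; inactive means inhibition below 50%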
Mdm2 ligase inh = Mdm2 E3 ligase (human) inhibition | signal enhancement, % at 5 µM | Q00987 | 210,000 compounds, 0.11% hits | cell-based MDM2 ubiquitination luciferase reporter, 2 h; 0 = plate control, 100 = twice control, blank-subtracted;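 active means signal enhancement of 30% or more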;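 further: luminescence tracks abundance of the self-degrading MDM2-luciferase fusion protein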
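System: stable MDM2–luciferase fusion reporter cells / Input: 2000 cells seeded into each well / Schedule: 4 h settle plus 2 h compound, 37 °C / Compound: single-point 5 µM / Buffer or medium: cells held in DMEM / Benchmarks: control and blank well means / Evaluation: percent signal gain over controls, blank-subtracted / Measured by: luciferase luminescence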
EBV gp42 inh = EBV gp42 inhibition; Q1HVG2; Fluorescence polarization binding assay, mP read-out; inhibition, % (tested at 21.74 µM); 220,000 compounds, 0.42% hits; in the data active means inhibition above about 50%
Target sequence (Q1HVG2 whole entry, looked up): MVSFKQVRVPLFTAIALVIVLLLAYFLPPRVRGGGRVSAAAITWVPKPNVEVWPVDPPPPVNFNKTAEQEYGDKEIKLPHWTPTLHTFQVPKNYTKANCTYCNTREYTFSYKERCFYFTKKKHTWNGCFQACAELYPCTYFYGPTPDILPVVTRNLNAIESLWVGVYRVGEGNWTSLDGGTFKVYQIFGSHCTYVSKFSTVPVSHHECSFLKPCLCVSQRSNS
Hck-Nef inh = inhibitors of human Hck kinase activated by Nef; 220,000 compounds, 0.68% hits; Recombinant Hck-YEEI plus Nef, Z-Lyte FRET kinase assay; P08631; inhibition, % at 20 µM; AID 463187;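 active means Hck-Nef kinase inhibition above about 50%, limit read from the data; inactive means inhibition below that limit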;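 further: 0% = DMSO with Hck plus Nef and 100% = Hck alone without Nef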
14-3-3 Bad inh = disrupts binding of bovine 14-3-3 zeta to phospho-Bad peptide. AID 781. TR-FRET 14-3-3zeta/Dy647-pBad peptide displacement, 1 h. P63103. 220,000 compounds, 0.71% hits. inhibition, % at 21.7 µM;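 active means inhibition above about 70%, limit read from the data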;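 further: 0% = full 14-3-3 plus peptide FRET controls and 100% = background without 14-3-3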
* = called active by the depositor; nt = no result given; [ ] = dose if it differs, or a comment.

[1] OC(COCc1ccccc1)CN1CCCC1 (centres undefined)
[2] CC1CCC(NC(=O)CN(C)S(=O)(=O)c2cccc3cccnc23)CC1 (centres undefined)
[3] CC(=O)Nc1ccc(S(=O)(=O)Nc2cccc(NC(=O)C(C)(C)C)c2)cc1
[4] CCC(=O)NC(c1ccc(OC)c(OC)c1)c1cc(Cl)c2cccnc2c1O (centres undefined)
[5] CCC(C)c1ccc(OCc2ccc(C(=O)OC)o2)cc1 (centres undefined)
[6] CC1(C)CC(=O)c2cnc(N3CCc4ccccc4C3)nc2C1
[7] Cc1cn2c(nc1=O)OC1CC2OC1CO (centres undefined)
[8] O=C(c1ccc(N2CCC3(CC2)OCCO3)c([N+](=O)[O-])c1)N1CCOCC1
[9] O=C(COc1ccccc1)Nc1nonc1NC(=O)COc1ccccc1
[10] Oc1ccc2ccccc2c1C=NCc1cn2ccsc2n1
Compound,1,2,3,4,5,6,7,8,9,10
Runt-CBFb FRET,-1,-2,0,17,-3,1,2,-1,-2,10
p47phox inh,1,0,-18,40*,-2,-14,-10,-7,-7,-3
Runt-SMMHC FRET,1,-1,4,-24,0,-2,-2,-1,-2,7
zVAD death inh,-0.4,-0.7,-0.1,31,0.3,2.5,0.1,12,-0.2,0.5
Tb hexokinase,60*,6,6,-1,4,0,-4,-6,1,4
Mdm2 ligase inh,-2,-4,2,-18,17,-16,nt,0,-16,-5
EBV gp42 inh,-14,-8,-5,1,-8,1,-16,5,-13,3
Hck-Nef inh,4,19,5,6,7,0,21,20,3,0
14-3-3 Bad inh,-7,3,0,-8,-3,-20,2,-3,8,-2

[11] CSCCC(NC(=O)c1ccc(Cl)cc1)C(=O)OCC(=O)Nc1ccc(C#N)cc1 (centres undefined)
[12] CC[C@H](CO)NCCN[C@H](CC)CO
[13] CCOc1ccccc1Oc1c(C)oc2cc(OC(=O)N3CCOCC3)ccc2c1=O
[14] COc1ccc(-n2nnnc2SCC(=O)Nc2nnc(C)s2)cc1OC
[15] Clc1ccc(/C=N\Nc2ccccc2)cc1
[16] O=C(Nc1ccccc1)c1ccc(NCCN2C(=O)CCC2=O)c([N+](=O)[O-])c1
[17] CC1CN(c2nnc(-c3ccccc3)c3ccccc23)CC(C)O1 (centres undefined)
[18] O=C(CN1CCc2ccccc21)Nc1ccc2c(c1)OCO2
[19] CC1(c2ccc(Cl)c(Cl)c2)NC(=S)N2C1NC(=S)N2c1ccccc1 (centres undefined)
[20] CCc1ccc(NC(=O)N2CCC(c3ccccc3)C2)cc1 (centres undefined)
Compound,11,12,13,14,15,16,17,18,19,20
Runt-CBFb FRET,1,2,3,1,2,-3,-1,2,1,-1
p47phox inh,-18,2,-1,-10,-9,-1,2,-12,-36,nt
Runt-SMMHC FRET,-2,0,2,0,0,-6,0,1,1,-2
zVAD death inh,1.3,0.9,-0.3,-0.5,-0.1,17,-0.6,0.7,0.1,2.7
Tb hexokinase,-4,-2,5,0,-9,3,-8,-2,-5,4
Mdm2 ligase inh,-11,nt,-8,1,nt,-13,6,-3,-8,nt
EBV gp42 inh,8,-6,-4,-9,-9,-1,-1,-2,11,-12
Hck-Nef inh,0,-2,5,-1,22,21,-6,3,-3,11
14-3-3 Bad inh,3,-5,5[fluorescence artefact?],-3,-4,-9,4,-6[fluorescence artefact?],-1,6

Two compounds picked at random from the list so far, as already listed:
[12] CC[C@H](CO)NCCN[C@H](CC)CO
[20] CCc1ccc(NC(=O)N2CCC(c3ccccc3)C2)cc1 (centres undefined)
Compound,12,20
Runt-CBFb FRET,2,-1
p47phox inh,2,nt
Runt-SMMHC FRET,0,-2
zVAD death inh,0.9,2.7
Tb hexokinase,-2,4
Mdm2 ligase inh,nt,nt
EBV gp42 inh,-6,-12
Hck-Nef inh,-2,11
14-3-3 Bad inh,-5,6

Just Runt-CBFb FRET, Runt-SMMHC FRET and p47phox inh, for some of the entries so far:
nr	Compound	Runt-CBFb FRET	Runt-SMMHC FRET	p47phox inh
20	CCc1ccc(NC(=O)N2CCC(c3ccccc3)C2)cc1 (centres undefined)	-1	-2	nt
17	CC1CN(c2nnc(-c3ccccc3)c3ccccc23)CC(C)O1 (centres undefined)	-1	0	2
14	COc1ccc(-n2nnnc2SCC(=O)Nc2nnc(C)s2)cc1OC	1	0	-10
15	Clc1ccc(/C=N\Nc2ccccc2)cc1	2	0	-9
11	CSCCC(NC(=O)c1ccc(Cl)cc1)C(=O)OCC(=O)Nc1ccc(C#N)cc1 (centres undefined)	1	-2	-18

Remaining list, next part.
[21] CCCCCCn1c(C(C)O)nc2ccccc21 (centres undefined)
[22] COc1ccc(C(=O)Nc2ccc3nc(C)sc3c2)cc1OC
[23] Cc1ccc(N(C)C(=O)C2CCCN2S(=O)(=O)c2cccc3nsnc23)cc1 (centres undefined)
[24] O=C(Nc1cccn(Cc2c(F)cccc2Cl)c1=O)NC1CCCCC1
[25] CCOc1ccccc1NC(=S)N(CCCN1CCOCC1)Cc1cn(C)c2ccccc12
[26] CCCC(=O)c1cc(F)c(N2CCN(CCC#N)CC2)cc1C
[27] CC(C)(C)c1cc(C(=O)NNc2cc(C(F)(F)F)ccc2Cl)n(Cc2ccccc2)n1
[28] Cc1csc(=Nc2c(C)n(C)n(-c3ccccc3)c2=O)n1-c1ccccc1
[29] COc1ccc(CCn2c(=N)c(C(=O)N3CCN(C)CC3)cc3c(=O)n4ccccc4nc32)cc1
[30] C/C(=N/NC(=O)CNC(=O)c1ccc2c(c1)OCO2)c1ccc2c(c1)CCCC2
Compound,21,22,23,24,25,26,27,28,29,30
Runt-CBFb FRET,-1,1,2,3,-2,-2,-1,-1,65*,-2
p47phox inh,1,-2,-3,0,-3,2,-21,-10,-3,-5
Runt-SMMHC FRET,-1,0,1,-2,0,0,1,0,124*,-2
zVAD death inh,1.1,10,-0.2,3.7,-0.6,2.2,0.2,-1.3,-0.5,2.1
Tb hexokinase,0,-3,-12,-7,-1,-15,7,1,-13,2
Mdm2 ligase inh,-5,-13,-3,-15,10,-4,2,-5,-6,8
EBV gp42 inh,-6,-5,-10,-13,-9,-3,-16,1,-18,-14
Hck-Nef inh,1,27,4,16,1,0,-3,-14,7,-8
14-3-3 Bad inh,-2,5,1,0,-16[fluorescence artefact?],26[fluorescence artefact?],-4,-5,-4,-15

[31] Cc1ccn2c(CNCCCn3cccn3)c(C(=O)N3CCCCCC3)nc2c1
[32] CCOC(=O)c1cnc(-c2cccc(OC)c2)[nH]c1=O
[33] CCOC(=O)CCn1nc(-c2ccccc2)cc1N
[34] CCNc1nc(NCC)nc(OCCOC(C)=O)n1
[35] Cc1cccc(NC(=S)NC(C)C(c2cccs2)N2CCN(C)CC2)c1C (centres undefined)
[36] COc1ccc(-c2cc(C(=O)NCCc3ccc(S(N)(=O)=O)cc3)c3ccccc3n2)cc1
[37] Cc1cc2ncc(-c3ccc(Cl)cc3)c(N)n2n1
[38] CC(C)(C)Cc1nnc(NC(=O)c2cc(-c3ccccc3)nc3ccccc23)s1
[39] O=C(Cc1cccs1)N1CCC(c2nc3c(nnn3Cc3ccc(F)cc3)c(=O)[nH]2)CC1
[40] O=C1CCNc2c(Cl)cc(Cl)cc21
Compound,31,32,33,34,35,36,37,38,39,40
Runt-CBFb FRET,0,0,2,-4,0,-1,0,1,-2,-172
p47phox inh,-13,-9,-8,-6,-4,-8,-8,-17,-4,-2
Runt-SMMHC FRET,2,-2,1,-7,3,1,-2,-7,-5,7
zVAD death inh,-1.9,0.1,0.1,-0.3,-0.6,1.9,4.6,0.4,2.5,-0.9
Tb hexokinase,-3,-6,3,-3,-5,3,-8,-27,-8,-2
Mdm2 ligase inh,-1,-14,-3,0,-5,7,-26,-26,-13,-8
EBV gp42 inh,-2,1,-6,-8,-7,2,-23,-53,-22,71*
Hck-Nef inh,18,0,2,7,13,-6,24,3,0,-52
14-3-3 Bad inh,-3,8,-10,-4,-4,2,0,0,12,-16

[41] CCS(=O)(=O)Nc1cccc(C2=NN(S(=O)(=O)c3ccccc3)C(c3cccs3)C2)c1 (centres undefined)
[42] CCCN(CCC)C(=O)CC(c1ccccc1)C1CCOC(C)(C)C1 (centres undefined)
[43] CCCCN(CCCC)CC(O)Cn1c2ccccc2c(=O)c2ccccc21 (centres undefined)
[44] COCCNC(=S)N/N=C(\C)c1ccccc1F
[45] COc1ccc(NC(=O)c2cccn(CC=C(C)C)c2=O)cc1
[46] Cc1nn(-c2ccccn2)c2c1-c1nc(N3CCOCC3)ncc1CC2
[47] Cc1cccc(NC(=O)Nc2nnc(-c3ccccc3)o2)c1
[48] CS(=O)(=O)N1CCN(C(=O)Cc2ccccc2Cl)CC1
[49] Cn1c(=O)c2c(nc(Oc3ccc4ccccc4c3)n2C)n(C)c1=O
[50] COc1ccc(OC)c(C2=Nn3c(nnc3-c3cccc(OC(C)C)c3)SC2)c1
Compound,41,42,43,44,45,46,47,48,49,50
Runt-CBFb FRET,1,-1,80*,1,1,9,1,-1,-1,-9
p47phox inh,-234,-5,4,-3,2,-5,-5,-10,-1,-11
Runt-SMMHC FRET,2,-1,81*,-7,0,6,1,3,3,-13
zVAD death inh,-0.5,-1.1,-0.8,-1.0,1.1,0.2,2.1,0.8,0.7,0.2
Tb hexokinase,-10,1,-5,-3,-33,-15,-2,4,-5,-2
Mdm2 ligase inh,-6,-3,-7,-5,-19,-26,-16,-3,-17,-1
EBV gp42 inh,-41,-8,-8,-9,-12,-16,-2,-8,-11,3
Hck-Nef inh,-2,7,119*,19,16,0,22,-1,1,0
14-3-3 Bad inh,48,-5,-7,-13,0,3,-7,-10,17,22

An excerpt from above in order of their number in p47phox inh, lowest first.
# | SMILES | Runt-CBFb FRET | p47phox inh | Runt-SMMHC FRET | Tb hexokinase | EBV gp42 inh | Hck-Nef inh | 14-3-3 Bad inh
7 | Cc1cn2c(nc1=O)OC1CC2OC1CO (centres undefined) | 2 | -10 | -2 | -4 | -16 | 21 | 2
33 | CCOC(=O)CCn1nc(-c2ccccc2)cc1N | 2 | -8 | 1 | 3 | -6 | 2 | -10
34 | CCNc1nc(NCC)nc(OCCOC(C)=O)n1 | -4 | -6 | -7 | -3 | -8 | 7 | -4

Remaining list, next part
[51] OCCCc1nc2n(n1)C(c1ccccc1)C=C(c1ccc(F)cc1)N2 (centres undefined)
[52] COC(=O)c1[nH]c2ccc(C)cc2c1NS(=O)(=O)c1ccc(F)cc1
[53] Cc1ccc(NC(=O)c2cc(=O)n(Cc3ccccc3)c(=O)[nH]2)cc1C
[54] CC(=O)C1=C(C)NC(SCC(N)=O)=C(C#N)C1C (centres undefined)
[55] CCc1nnc(NS(=O)(=O)c2ccc(NC(=O)c3ccco3)cc2)s1
[56] O=C(NC1CCC(O)CC1)c1cc(-c2ccco2)nc2ccccc12 (centres undefined)
Compound,51,52,53,54,55,56
Runt-CBFb FRET,-85,1,-1,20,1,-8
p47phox inh,-6,-10,-1,-1,-3,-5
Runt-SMMHC FRET,30,-6,3,0,-2,1
zVAD death inh,0.1,-0.1,3.9,0.1,1.0,1.9
Tb hexokinase,-6,-5,-3,24,3,1
Mdm2 ligase inh,-12,-12,-18,-13,-15,-2
EBV gp42 inh,25,-1,0,0,3,8
Hck-Nef inh,3,-1,22,-18,6,46
14-3-3 Bad inh,3,10[fluorescence artefact?],0,-12,-1,12
